Bioassay records (PubChem)
dFosB activator: activators of mouse delta FosB homodimer. purified delta FosB, TAMRA-CDK5 oligo fluorescence polarization; percent of positive-control signal above neutral wells. 340,000 compounds, 0.99% hits. AID 493131. P13346. activation, % at 25 µM;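 active = mean activation above about 17%, with every replicate also reaching it, limit read from the data, passing the limit was not always enough; inconclusive = only one of the two conditions met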;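 note: fluorescence polarization rise as delta FosB binds a TAMRA Cdk5 AP-1 oligo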
Target sequence (P13346 whole entry, looked up): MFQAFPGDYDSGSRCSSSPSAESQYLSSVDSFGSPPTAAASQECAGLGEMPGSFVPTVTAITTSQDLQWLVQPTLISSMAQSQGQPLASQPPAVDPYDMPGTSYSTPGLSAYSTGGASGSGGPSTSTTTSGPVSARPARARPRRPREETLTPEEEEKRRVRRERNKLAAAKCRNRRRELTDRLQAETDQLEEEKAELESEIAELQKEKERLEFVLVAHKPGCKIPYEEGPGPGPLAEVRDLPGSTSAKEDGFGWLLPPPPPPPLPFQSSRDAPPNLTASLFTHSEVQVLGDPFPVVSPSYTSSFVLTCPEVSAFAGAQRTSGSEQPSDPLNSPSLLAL
CDK5 p35 inh: blocks human CDK5/p35 kinase activity; 330,000 compounds, 0.01% hits; inhibition, % at 10 µM; AID 488839; Recombinant CDK5/p35, ADP-Glo luminescence, 60 min; Q00535+Q15078;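 active = highest replicate inhibition of at least 50% and at least 75% of replicates reaching 50%; inconclusive = only one of the two criteria met; inactive = both criteria failed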;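 note: plate controls were DMSO neutral control for no effect and GW8510 at 10 µM for full effect; many of its hits are not listed in these tables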
Target sequence (Q00535 whole entry, looked up): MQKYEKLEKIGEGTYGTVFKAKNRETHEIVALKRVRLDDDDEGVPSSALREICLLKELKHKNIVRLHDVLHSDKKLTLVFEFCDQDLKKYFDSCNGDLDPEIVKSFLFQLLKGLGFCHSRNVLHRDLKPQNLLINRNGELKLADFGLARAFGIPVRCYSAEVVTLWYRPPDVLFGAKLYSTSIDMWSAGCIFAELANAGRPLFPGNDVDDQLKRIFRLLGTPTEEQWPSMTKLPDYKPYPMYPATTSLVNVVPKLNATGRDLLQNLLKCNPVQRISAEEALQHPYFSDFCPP
Target sequence (Q15078 whole entry, looked up): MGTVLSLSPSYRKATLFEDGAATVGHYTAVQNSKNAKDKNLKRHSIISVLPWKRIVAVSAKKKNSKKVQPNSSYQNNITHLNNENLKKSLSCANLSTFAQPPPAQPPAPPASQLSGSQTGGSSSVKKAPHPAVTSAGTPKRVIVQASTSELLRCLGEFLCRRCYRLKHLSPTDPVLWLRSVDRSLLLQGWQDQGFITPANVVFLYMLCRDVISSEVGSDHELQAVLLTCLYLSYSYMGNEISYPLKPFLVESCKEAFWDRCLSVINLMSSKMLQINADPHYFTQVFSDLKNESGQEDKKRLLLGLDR
MITF TRPM1 HTS: MITF TRPM1 promoter activation in melanoma cells. SK-MEL-5 TRPM1-promoter luciferase, 24 h; % of positive control, neutral wells = 0. AID 588334. activation, % at 12.5 µM. 300,000 compounds, 0.75% hits;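 active = mean activation of at least 80% with every replicate also reaching 80%; inconclusive = mean reaches 80% but some replicate falls short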;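 note: 0% = neutral control wells and 100% = parthenolide positive control wells; values of inactives mirror those of a sister screen read the other way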
V-ATPase pH: regulators of yeast V-ATPase proton transport. 350,000 compounds, 0.37% hits. S. cerevisiae, pHLuorin cytosolic pH fluorescence. response, % at 10 µM; in the data active = response mostly above about 7.3%, no sharp cut-off; inactive = mostly below about 5.4%; note: actives read high; inactives centre near 0; some compounds called inactive have numbers as strong as hits
CAL PDZ FP-1: CAL PDZ (human) peptide binding inhibition; Q9HD26; purified CAL PDZ, TMR-peptide fluorescence polarization, 1 h; inhibition, % at 24.9 µM; 300,000 compounds, 0.92% hits; AID 602252;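 active = mean inhibition of at least 30% with at least half of replicates also reaching 30%; inconclusive = no clear call, values can overlap the other calls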;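 note: 0% = DMSO neutral control and 100% = excess unlabeled competitor peptide PRC23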
Rtt109 HAT inh: inhibitors of Candida albicans Rtt109/Vps75 histone acetyltransferase | purified Rtt109/Vps75, ThioGlo CoA-SH fluorescence, 4 h | inhibition, % at 34.9 µM | 330,000 compounds, 0.16% hits | AID 540336;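 active = inhibition of at least 50% in every replicate; inconclusive = best replicate reaches 50% inhibition but some replicates fall short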
RTF Ca sens act: cardiac RTF calcium sensitization; AID 493008; 340,000 compounds, 0.24% hits; activation, % at 7.2 µM; P19429+P45379; IANBD-labeled TnC RTF fluorescence at EC20 calcium; 0% EC20 calcium, 100% full calcium;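 active = activation above the mean over all tested compounds plus 3 SD, cut at about 30% in these data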;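 note: rise in fluorescence read as greater calcium sensitivity of cardiac thin filaments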
Tat export inh: inhibitors of E. coli Tat protein transport; E. coli MC4100 TorA-mCherry Tat export, fluorescence; inhibition, % at 10 µM; 340,000 compounds, 0.036% hits; AID 488895;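 active = mean replicate inhibition at least 50% and at least half of replicates individually reaching 50%; inconclusive = only one of the two criteria met; inactive = neither criterion met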;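 note: exported cargo escapes ClpAP degradation while cytoplasmic cargo is degraded and loses fluorescence; 0% = median of neutral control wells and 100% = median of NaSCN control wells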
Wnt bcat act: activates Wnt/beta-catenin signaling in a reporter cell assay; activator, plate reader; activation, % at 9.35 µM; 300,000 compounds, 1.2% hits; AID 743398; in the data active = activation above about 30%, passing the limit was not always enough; inconclusive = no clear call, values can overlap the other calls;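 note: 0% = neutral control wells and 100% = positive control wells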
CAL PDZ FP-2: inhibitors of human CAL PDZ peptide binding. inhibition, % at 20 µM. AID 504414. purified CAL PDZ, TMR-peptide fluorescence polarization, 1 h. 330,000 compounds, 0.02% hits;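 active = highest replicate inhibition of at least 40%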;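 note: plate controls were DMSO neutral control wells for no effect and unlabeled competitor peptide control wells for full effect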
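Material – purified CerCALP PDZ construct · Detection – FP readout, S and P plane fluorescence · Measure – percent inhibition from loss of millipolarization · Controls – unlabelled peptide for full inhibition, DMSO wells as neutral · Probe or stimulus – TMR-labelled reporter peptide T*-PRC34 bound in PDZ groove · Times – 1 h at RT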
An asterisk follows results filed as active; ? = inconclusive; nt = no result given.

SMILES | dFosB activator | CDK5 p35 inh | MITF TRPM1 HTS | V-ATPase pH | CAL PDZ FP-1 | Rtt109 HAT inh | RTF Ca sens act | Tat export inh | Wnt bcat act | CAL PDZ FP-2
Cc1onc(-c2ccccc2)c1C(=O)NCc1ccc2c(c1)OCO2 | -4 | -0.8 | -1 | -3 | -5 | 2 | 2 | 0 | -2 | -1.3
CCOc1ccc(OCC)c(NC(=O)C2CCN(S(=O)(=O)c3cnc[nH]3)CC2)c1 | -4 | 0.6 | -4 | -2 | 1 | 5 | 0 | -3 | 2 | -1.9
CCOC(=O)C(NCc1ccccc1OC)(NC(=O)CC)C(F)(F)F (configuration not stated) | -10 | -0.6 | -2 | 3 | -5 | 1 | 7 | 0 | 2 | -3.7
O=C(NCc1ccccc1)c1ccc(Cl)nc1 | -7 | 0.3 | 3 | -3 | 11 | -1 | nt | -5 | 0 | -1.1
COc1cc(C(=O)NC(=S)Nc2ccccc2N2CCCC2)cc(OC)c1OC | -6 | -2.6 | -4 | 1 | -5 | 16 | -11 | 0 | -2 | -3.1
CCOC(=O)N1CCN(C(=O)COC(=O)CSc2cc(C)c(Br)cc2C)CC1 | -9 | 0.6 | -6 | 0 | 0 | 4 | -3 | 0 | 0 | -3.5
CCc1ccc2c(c1)c(N=NC1=NC(=O)CS1)c(O)n2C | 3 | 3.8 | 6 | -3 | -5 | 10 | 0 | 7 | nt | 0.0
CC(C)c1ccc(NC(=O)N2CCC(c3nc4ccccc4o3)CC2)cc1 | -19 | -2.3 | 1 | 3 | 3 | 5 | -2 | 2 | -3 | -2.7
COc1ccc(/C=C2\N=C(C)N(c3ccc4ccccc4c3)C2=O)cc1OC | 7 | -3.0 | -1 | -2 | -4 | -1 | 11 | -2 | 2 | -1.9
c1ccc(SCc2nc3ccccc3s2)nc1 | -8 | 2.4 | 29 | 1 | -5 | -5 | -1 | -1 | -3 | -2.1
COc1ccc(C(CNC(=O)c2cccc(S(=O)(=O)N3CCCC3)c2)N2CCCC2)cc1 (configuration not stated) | -6 | -0.8 | 15 | 1 | -2 | 2 | 5 | 3 | -1 | -0.7
Cc1ccc(S(=O)(=O)Nc2ccc(S(=O)(=O)Nc3nccs3)cc2)c([N+](=O)[O-])c1 | -1 | -0.6 | -21 | 0 | 0 | 3 | -4 | -4 | -1 | -2.1
O=C(Nc1ccccc1N1CCCCC1)c1ccc(F)c(S(=O)(=O)N2CCOCC2)c1 | -26 | 0.5 | -3 | -1 | -2 | -19 | -12 | -3 | -5 | -2.0
Cc1cc(C)cc(N(C(=O)Cn2nnc3ccccc32)C(C(=O)NCc2ccco2)c2ccncc2)c1 (configuration not stated) | -6 | -0.2 | -3 | -1 | -1 | -4 | 0 | 7 | nt | -0.3
CCc1ccc2nc3n[nH]c(N)c3cc2c1 | -2 | 0.4 | nt | 0 | -1 | 0 | 0 | 5 | nt | -0.2
O=C(Nc1ccccc1C(=O)O)c1ccccc1 | -2 | -1.1 | 7 | 2 | -5 | -17 | 7 | -6 | nt | 1.3
CCOC(=O)C1=C(COC(=O)COc2ccc(Br)cc2)NC(=O)NC1C (configuration not stated) | -10 | 1.1 | 4 | 4 | 0 | 23 | -2 | 6 | -4 | -3.0
COc1ccc2[nH]cc(CCNC(=O)c3ccc4ccccc4n3)c2c1 | -7 | -1.0 | nt | -4 | -3 | 1 | -2 | 0 | -1 | 0.0
CCCCCN1C(=O)/C(=C/c2c(N3CCc4ccccc4C3)nc3ccccn3c2=O)SC1=S | -8 | -0.5 | 14 | 4 | 5 | -9 | 7 | 9 | 17 | -0.5
Cc1[nH]n(-c2ccccc2)c(=O)c1N=Nc1cccc([N+](=O)[O-])c1 | 3 | -0.1 | nt | -3 | -1 | -6 | -1 | -9 | 1 | -0.4
Oc1ccc(-c2nc3ncccn3c2Nc2ccc3c(c2)OCO3)cc1 | 2 | 1.7 | -1 | -1 | 1 | 2 | -6 | -1 | nt | 1.1
O=C(CCCl)Nc1nnc(SCC(=O)NC2CCCC2)s1 | 20* | -1.2 | -4 | -1 | -5 | -6 | 5 | -11 | 3 | -0.6
CCN1CCN(C(=O)Cn2ncc3c([nH]c4ccc(C)cc43)c2=O)CC1 | -8 | 0.0 | -4 | 0 | 2 | -3 | -4 | 0 | 0 | -1.7
CCC(c1nnc(SCC(=O)Nc2ccc(S(N)(=O)=O)cc2)n1Cc1ccccc1)N(C)C (configuration not stated) | -6 | 0.5 | -13 | -1 | nt | 19 | 0 | -11 | -3 | 0.6
CCN(CC(=O)NCc1ccc(F)cc1)C(=O)/C=C/c1cc(OC)ccc1OC | -6 | 3.2 | -5 | -3 | nt | -217 | -5 | -2 | -3 | -0.7
COC(=O)c1cc(C)sc1NC(=O)CN1CCN(C(=O)c2ccco2)CC1 | -9 | 0.0 | -11 | 5 | nt | 10 | 3 | 9 | -2 | 0.0
CCOc1ccc(NC(=O)CN(C)C(=O)CC2CCCCC2)cc1OCC | 0 | -0.5 | -9 | -2 | -2 | -1 | -3 | 0 | -2 | 0.3
C=C(C)Cc1c(C)c(C#N)c2[nH]c3ccccc3n2c1=O | -7 | 0.2 | -6 | -1 | -5 | 6 | -2 | 6 | -1 | 0.6
CCOc1cccc(C2/C(=C(\O)c3ccc4c(c3)OCCO4)C(=O)C(=O)N2Cc2ccncc2)c1 (configuration not stated) | -3 | 0.8 | 8 | 0 | -1 | ? | 3 | -7 | -5 | -3.4
COCCn1c(SCC(=O)NC2CCCC2)nc2c(c1=O)SCC2 | -2 | -0.7 | 2 | 1 | 0 | -22 | 0 | -7 | -4 | -0.5
COc1ccc(N2CCN(C3CCCN(Cc4ccc(F)cc4Cl)C3)CC2)cc1 (configuration not stated) | -2 | 1.1 | -2 | -1 | -3 | -1 | 3 | -6 | -1 | -0.6
N#Cc1c(NC(=O)CSc2nc3c(c(C(F)(F)F)n2)CCc2ccccc2-3)sc2c1CCCC2 | -5 | -0.7 | -4 | -2 | 11 | -4 | 4 | 9 | nt | -0.6
CCCCCc1ccc(-c2ccc(=O)[nH]n2)cc1 | -6 | -0.2 | 11 | -5 | -2 | -3 | -1 | 11 | -16 | -1.1
Cn1c(=O)c2c(nc(NC3CCCC3)n2C)n(C)c1=O | 0 | 1.7 | -3 | -1 | nt | 3 | -2 | -2 | -2 | -0.4
COC(=O)/C=C1\SC(=NC(=O)c2ccc(-c3ccccc3)cc2)NC1=O | 6 | -0.1 | 21 | -2 | -2 | 19 | 0 | -3 | -2 | -1.9
CCOc1ccc(CNC(=O)Cn2nc(C)c3c(C)n(-c4ccc(C)cc4)nc3c2=O)cc1 | 59* | 0.0 | -13 | -2 | -4 | -3 | 5 | 3 | 2 | -0.2
CC(NC(=O)Cn1c(NCCO)nc2ccccc21)c1ccccc1 (configuration not stated) | -4 | -0.3 | 4 | -1 | -8 | -18 | -2 | -9 | -7 | -1.1
Cc1cccc(C)c1OCC(O)Cn1c2ccccc2c2ccccc21 (configuration not stated) | -12 | -2.6 | nt | 4 | -2 | 7 | -7 | 5 | nt | -1.0
CN1CCc2c(sc3c2c(=O)n(-c2ccc(Cl)cc2)c2nncn32)C1 | -11 | 0.3 | nt | 3 | -3 | -6 | 15 | -3 | nt | nt
COc1cc2[nH]c(=S)n(CC3CCCO3)c(=O)c2cc1OC (configuration not stated) | 2 | -1.8 | -11 | 7 | -3 | 2 | -3 | -7 | -3 | -3.2
Cc1cccc(-c2nc(C#N)c(NC3CCCCC3)o2)c1 | -6 | -0.4 | 100* | -3 | nt | 0 | 1 | 0 | nt | 0.7
O=S(=O)(c1ccccc1)N(CC1CO1)c1cc(Cl)ccc1Cl (configuration not stated) | -6 | -4.3 | 3 | 1 | nt | -5 | -2 | 5 | 12 | -1.5
O=C(NCC1CCCO1)c1ccc(CNS(=O)(=O)c2cccc(Cl)c2)cc1 (configuration not stated) | -1 | -1.4 | 2 | 0 | 0 | -8 | 9 | 2 | -2 | -2.9
Cc1ccc2nc(SCC(=O)c3c(N)n(C)c(=O)n(C)c3=O)[nH]c2c1 | 3 | -1.5 | 3 | 7 | -2 | 0 | 10 | 4 | 0 | -2.8
O=S(=O)(NCc1ccccc1)c1ccc(Br)s1 | 0 | -0.2 | 3 | 4 | nt | -6 | 1 | 8 | -1 | -1.5
O=C(NCC(F)(F)F)Nc1nnc(C(F)(F)F)s1 | -5 | -2.4 | 3 | -1 | -3 | 7 | -2 | 1 | nt | 0.4
O=C(NCc1ccco1)c1n[nH]c(=O)c2ccccc12 | -3 | 3.0 | -3 | 2 | nt | 1 | -2 | -10 | nt | 0.1
O=C(CCl)Nc1ncc(S(=O)(=O)c2ccc([N+](=O)[O-])cc2)s1 | 3 | -0.4 | -9 | 2 | -1 | 1 | 5 | 3 | 2 | 0.2
O=C(NC1=NCCS1)c1ccc(-c2ccc(Cl)cc2)o1 | -16 | -1.5 | 71 | 5 | -1 | -15 | -4 | 4 | nt | -4.3
Cc1ccc([C@H]2C(C(=O)O)=CC[C@@H](c3ccc(Cl)cc3)N2S(=O)(=O)c2ccccc2C)cc1 | -5 | -2.2 | -10 | -1 | -5 | 17 | -9 | 10 | nt | -0.2

The listing continues.
SMILES | dFosB activator | CDK5 p35 inh | MITF TRPM1 HTS | V-ATPase pH | CAL PDZ FP-1 | Rtt109 HAT inh | RTF Ca sens act | Tat export inh | Wnt bcat act | CAL PDZ FP-2
CCCn1c(O)c(N=Nc2ccc3ccccc3n2)c2ccccc21 | -57 | -0.4 | 63 | -4 | 0 | 3 | 3 | 5 | 14 | -3.0
CC(=O)c1ccc(N2CCC(c3cc(-c4ccc(Cl)cc4Cl)n[nH]3)CC2)c([N+](=O)[O-])c1 | -9 | 0.2 | -11 | 2 | nt | 1 | -3 | -14 | -4 | -0.5
C#CCOc1ccccc1CNc1ccccc1 | 3 | 0.3 | -1 | 0 | 5 | ? | -3 | 2 | -5 | 0.2
COc1cccc(-c2cccc(NC(=O)C3CCN(C4CCOCC4)CC3)c2)c1 | -5 | nt | 20 | 3 | nt | -1 | -5 | -10 | -1 | -3.3
CN(CCc1cn[nH]c1)C(=O)CC1C(=O)NCCN1Cc1cccc(Oc2ccccc2)c1 (configuration not stated) | -5 | -1.4 | 4 | 0 | 1 | -3 | 1 | 2 | -3 | 0.0
COc1ccc(C(=O)Nc2cccc([N+](=O)[O-])c2)cc1Br | 6 | 0.3 | nt | 1 | -5 | -7 | -5 | -4 | -2 | 0.2
O=C1CCC(C(=O)N2CCCC(C(=O)c3ccc4ccccc4c3)C2)=NN1 (configuration not stated) | -2 | 0.8 | 0 | 8 | -1 | 3 | 4 | 0 | -5 | -0.3
O=C(C(c1ccccc1)c1ccccc1)N1CCN(CC(O)COc2ccccc2)CC1 (configuration not stated) | -5 | -0.5 | nt | 2 | -4 | 2 | 12 | -1 | -8 | nt
